NALP3 yeast inh: inhibitors of NALP3 inflammasome in yeast | Yeast reconstituted NLRP3/ASC/caspase-1, beta-gal luminescence, 24 h | inhibition, % at 10 µM | 0.39% of 330,000 active | AID 2825;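 active means inhibition of 50% or more; inactive means inhibition below 50%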;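 further: plate controls were induced DMSO wells for no effect and uninduced yeast grown without galactose for full effect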
CHOP UPR activ: apoptotic UPR (CHOP) activation | 0.34% of 330,000 active | activation, % at 10 µM | CHO-CHOP luciferase reporter, luminescence; percent of tunicamycin response over DMSO baseline | AID 449763;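 active means at 10 µM dose, activation of 40% or more, normalized to positive control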;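 further: 100% = tunicamycin at 10 µg/mL and 0% = DMSO alone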
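System: CHO-CHOP luciferase reporter cell line | Buffer or medium: F12 medium containing 10% fetal bovine serum | Doses: One dose, 10 µM in 0.5% DMSO | Times: 6 h compound exposure at 37 °C after overnight seeding | Signal: Luciferase luminescence | Read-out: % activation vs tunicamycin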
XBP1 UPR activ: activators of adaptive arm of unfolded protein response (XBP1); CHO-XBP1 luciferase reporter, IRE1-XBP1 UPR activation, luminescence; percent of tunicamycin response, DMSO as zero; activation, % at 20 µM; 0.33% of 330,000 active;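 active means versus positive control, 20 µM dose yields 30% or more activation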;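 further: 100% = tunicamycin at 10 µg/mL and 0% = DMSO only wells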
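Material – CHO cell line with stable XBP1 luciferase reporter · Buffer or medium – F12 plus 10% FBS · Compound – single point, 20 µM final compound, 1% DMSO · Schedule – 16-18 h cell attachment at 37 °C, then 6 h compound exposure · Signal – Steady-Glo luminescence read · Benchmarks – high control tunicamycin 10 µg/mL final, low control DMSO vehicle only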
tim10-1 inh: inhibits growth of tim10-1 mutant yeast | S. cerevisiae tim10-1 ts strain growth, BacTiter-Glo, 24 h | inhibition, % at 20 µM | 2.2% of 330,000 active | AID 463190;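 active means inhibition of at least 40%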;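 further: mutant grown at 25 °C; 0% = DMSO wells with yeast and 100% = wells holding no yeast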
TIM10 inh: inhibits growth of TIM10 yeast strain; S. cerevisiae TIM10 strain growth, BacTiter-Glo luminescence, 24 h; inhibition, % at 10 µM; 1.4% of 330,000 active;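 active means inhibition of 40% or more at the single tested concentration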;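 further: wild-type TIM10 isogenic control strain grown at permissive 25 °C; 0% = DMSO yeast wells and 100% = minimal medium wells without yeast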
APJ agonist: APJ receptor agonism; 0.11% of 330,000 active; CHO-K1 APJ PathHunter beta-arrestin, luminescence; 0% DMSO wells, 100% apelin; activation, % at 20 µM;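 active means activation more than six SD over the plate average, tested at 20 µM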;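 further: 0% = DMSO alone and 100% = apelin-13 at 10 nM; some results filed as inactive read as strong as hits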
Target sequence (P35414 whole entry, looked up): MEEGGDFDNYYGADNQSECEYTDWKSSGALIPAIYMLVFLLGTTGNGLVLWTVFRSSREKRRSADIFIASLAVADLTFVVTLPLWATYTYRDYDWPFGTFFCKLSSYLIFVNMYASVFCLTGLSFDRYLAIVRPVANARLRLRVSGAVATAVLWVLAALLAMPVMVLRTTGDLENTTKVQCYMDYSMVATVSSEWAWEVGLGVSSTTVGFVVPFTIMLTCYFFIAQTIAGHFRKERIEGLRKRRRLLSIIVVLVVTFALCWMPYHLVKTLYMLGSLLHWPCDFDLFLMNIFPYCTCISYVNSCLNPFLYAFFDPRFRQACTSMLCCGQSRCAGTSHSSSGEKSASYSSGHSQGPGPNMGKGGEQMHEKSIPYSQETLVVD
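Test system – PathHunter CHO-K1 APJ (AGTRL-1) beta-arrestin reporter cells · Input – 1000 cells/well · Compound – single test compound dose, 20 µM final, 1% DMSO · Times – compound stimulation 90 min at 25 °C, detection 60 min · Technique – beta-gal luminescence · Read-out basis – APJ–arrestin association signal · Control set – negative DMSO alone, positive Apelin-13 at 10 nM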
NR3A LBD binder: modulates the human NR3A ligand-binding domain; AID 1259313; 2.5% of 340,000 active; Tm shift relative to glycine control, % at 25 µM; NR3A LBD differential scanning fluorimetry, Tm shift; 0% = protein alone, 100% = glycine-bound protein;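 active means melting temperature shift of at least 10% of the positive control shift, at one fixed dose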
Mdm2 MdmX PPI: inhibitors of human Mdm2/MdmX interaction; O15151+Q00987; SaOS-2 split-luciferase Mdm2/MdmX complementation, luminescence; inhibition, % at 8 µM; 3% of 330,000 active;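 active means inhibition of at least 50% at 8 µM in the primary screen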
tim23-1 inh: tim23-1 yeast growth inhibition; S. cerevisiae tim23-1 growth, BacTiter-Glo luminescence, 24 h; 1.3% of 330,000 active; inhibition, % at 20 µM;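 active means growth inhibition of the mutant yeast at or above 50%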;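 further: temperature-sensitive mutant grown at 25 °C; plate controls were DMSO-treated mutant yeast for no effect and medium wells lacking yeast for full effect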
* = called active by the depositor; . = not tested or not shown.

SMILES | NALP3 yeast inh | CHOP UPR activ | XBP1 UPR activ | tim10-1 inh | TIM10 inh | APJ agonist | NR3A LBD binder | Mdm2 MdmX PPI | tim23-1 inh
Cc1ccc(CNC(=O)c2csc3c2CCCCC3)cc1 | -0.1 | -1.8 | 3.9 | 5.2 | 1.3 | -2.1 | 0.3 | -25.7 | -28.5
S=C(NCc1ccco1)N/N=C/c1ccncc1 | 21.6 | -1.4 | -0.2 | -1.8 | 11.4 | -1.6 | -2.2 | 10.3 | -15.2
O=[N+]([O-])c1ccc(Oc2cnc3ccccc3n2)cc1 | -0.4 | -1.6 | 1.1 | 6.5 | 4.0 | -4.9 | -2.5 | 19.4 | 5.1
CCOc1ccc2nc(SCCNS(=O)(=O)c3ccccc3)sc2c1 | 25.6 | -0.1 | 0.1 | 11.3 | -1.7 | 2.2 | -2.5 | 24.2 | 21.0
CCN(CC)C(=O)c1cn(CC)c(=O)c2cc(OC)c(OC)cc12 | 29.9 | -0.8 | -0.8 | 15.9 | -19.7 | -2.0 | -1.4 | -7.5 | 3.3
CCSc1nc2c(c(=O)[nH]1)C(c1ccc(C)cc1)C1=C(CCCC1=O)N2 (stereo not given) | 9.4 | -0.2 | 2.4 | 17.4 | -2.2 | 5.7 | 0.8 | -18.7 | 12.6
O=C(/C(N=Nc1cccc([N+](=O)[O-])c1)=C(/O)c1ccc(Br)cc1)C(F)(F)F | 48.2 | 18.9 | 10.2 | 61.7* | 27.2 | -5.1 | . | 96.1* | 61.8*
CCCn1c(=NC(C)=O)c(C(=O)OCC)cc2c(=O)n3ccccc3nc21 | 10.2 | -0.1 | 5.2 | -5.9 | -5.3 | -3.3 | -0.7 | -15.1 | 2.3
COc1ccccc1NC(=S)N(Cc1cccnc1)Cc1ccccc1Cl | 5.9 | 1.2 | -2.3 | 24.0 | 31.2 | -1.7 | 5.5 | 9.2 | 7.0
COc1ccc(NC(=O)Cc2coc3cc(C)c(C(C)C)cc23)cc1S(=O)(=O)N1CCOCC1 | 3.8 | 6.1 | 0.1 | 3.1 | 13.6 | -0.6 | -4.1 | 25.9 | 18.6
CC(=O)Nc1cccc(NC(=O)CSc2nnc(NC(=O)C3CC3)s2)c1 | -12.4 | -0.5 | -4.0 | 5.2 | 10.8 | -0.8 | 1.5 | 14.6 | 10.3
CCn1cc(C(=O)Nc2ccc(C)cc2C)c(=O)c2ccc(C)nc21 | 5.6 | 0.6 | -1.8 | 4.7 | 6.1 | -0.6 | . | 8.0 | 4.2
Cc1ccc(CNC(=O)CSc2ccsc2[N+](=O)[O-])cc1 | 11.6 | 3.7 | 0.1 | 16.5 | 7.4 | -3.0 | -1.6 | -22.9 | 2.9
Fc1c(F)c(-n2nnc3ccccc32)c(F)c(F)c1Cl | -26.7 | -1.8 | 14.1 | 9.1 | -28.2 | -0.8 | 0.5 | -8.3 | 15.8
COc1ccc(Cc2nnc(-c3cccc(C)c3)o2)cc1OC | 14.9 | 0.6 | 4.0 | 6.7 | -5.0 | -2.9 | 0.3 | 7.7 | 18.3
O=c1c2cc(N3CCOCC3)ccc2[nH]c(=S)n1Cc1ccc(Cl)cc1 | 14.7 | 3.7 | 0.4 | 35.2 | 10.4 | 4.2 | 37.9* | -69.9 | 30.4
NC(CSCc1ccccc1Cl)C(=O)O (stereo not given) | 8.2 | -0.7 | -1.6 | 5.9 | 7.0 | -2.4 | 0.0 | 13.1 | 19.6
Cc1ccc(N2C(N)=NC(N)=NC2(C)C)c(C)c1 | 16.8 | -1.0 | 0.5 | -2.0 | -9.3 | -2.4 | -2.9 | 16.7 | -15.2
CCCCOC(=O)C1=C(C)NC(=O)NC1c1ccccc1 (stereo not given) | 6.1 | 0.9 | -6.2 | 14.9 | 1.3 | -2.4 | 0.1 | 5.7 | 12.6
COC(=O)C(Cc1ccccc1)N1CCS(=O)(=O)CC1 (stereo not given) | 1.0 | -1.6 | 6.7 | -8.2 | -12.8 | -2.8 | -1.7 | 22.0 | -15.8
CC(Sc1ccccc1)C(=O)NN=C1CCCCCCC1 (stereo not given) | -3.9 | 1.8 | -1.6 | -2.4 | 14.0 | -0.4 | 1.3 | 4.5 | 4.2
COc1ccc(CN(C)C(=O)C2CCN(C(=O)Nc3ccccc3)CC2)cc1 | 7.0 | -0.3 | -1.0 | -5.6 | -4.5 | -4.0 | -0.5 | 16.6 | 1.6
O=C(COc1ccc(Cl)cc1)OCC(=O)N1CCCC1 | -0.3 | -1.9 | 3.7 | 5.0 | -2.8 | -0.7 | 0.6 | -7.2 | 14.8
C[C@H]1COC(=O)[C@@H](Cc2ccc(F)cc2)C/C=C\C[C@@H](CC(=O)N[C@@H](CO)Cc2ccccc2)C(=O)N1 | 23.6 | 0.6 | -1.5 | 7.6 | 4.3 | -1.6 | -0.8 | 12.0 | -3.9
CCCc1cc(=O)[nH]c(SCC(=O)N2CCN(S(=O)(=O)c3ccc(Cl)cc3)CC2)n1 | 8.0 | 0.5 | -0.6 | 6.8 | -16.7 | 0.9 | 0.9 | -7.0 | -2.8
COc1ccc2oc(=O)c(/C(N)=N/NC(=O)c3ccncc3)cc2c1 | 4.7 | 1.5 | -1.9 | -10.5 | 6.9 | 1.4 | 1.8 | 17.6 | -1.0
O=C(COC(=O)c1ccc(Br)o1)Nc1ncc(Cl)cc1Cl | 18.5 | 0.2 | -1.8 | 4.7 | 4.4 | -0.8 | -5.7 | -3.8 | 14.1
Cc1ccc(C(=O)O/N=C/c2ccc(N(C)C)cc2)cc1 | -2.7 | 2.8 | 3.8 | 0.4 | -17.2 | -5.2 | -2.9 | -11.2 | -1.8
CCCn1cc(CN2CCC(Cc3cccc(F)c3)(C(=O)OCC)CC2)c(C)n1 | -2.0 | 1.8 | -0.7 | 0.5 | -12.1 | -3.7 | -2.4 | 3.5 | -2.5
O=C(c1cnn2c1NC(c1ccc(Br)cc1)CC2C(F)(F)F)N1CCN(C23CC4CC(CC(C4)C2)C3)CC1 (stereo not given) | 5.3 | 1.3 | -0.6 | 35.2 | 42.0* | 6.3 | -4.2 | 0.4 | 41.0
CSc1nc(Cl)c(C#N)c(-c2ccc(C)cc2)n1 | 1.8 | 1.3 | -2.1 | -8.2 | -1.2 | -0.8 | 2.1 | 10.8 | -9.5
O=C(N/N=C/c1ccccn1)NC12CC3CC(CC(C3)C1)C2 | 36.9 | 5.0 | 8.4 | 27.1 | 25.0 | 1.1 | -0.2 | -39.6 | 36.0
CCOC(=O)C1CCCN(S(=O)(=O)c2ccc(S(N)(=O)=O)cc2)C1 (stereo not given) | 9.2 | -1.1 | -2.7 | 8.2 | 23.1 | -3.8 | 1.1 | -20.5 | 1.5
CCOC(=O)CC1CCCCN1C(=O)c1cc(COc2cccc3cnccc23)on1 (stereo not given) | -5.2 | 4.2 | -6.6 | 19.1 | 3.0 | 6.1 | -0.4 | 35.7 | 24.8
Nc1nonc1-c1nc2ccccc2[nH]1 | 5.7 | -0.1 | -1.7 | 12.6 | -2.2 | 7.1 | 0.4 | 6.6 | 17.5
O=C(Nc1ncccc1Cl)C1COc2ccccc2O1 (stereo not given) | 29.0 | 0.0 | 0.4 | 23.0 | -20.2 | 2.5 | -4.3 | 0.7 | 1.5
COc1ccc(CC(=O)Nc2ccc(OC)c(NC(=O)c3ccco3)c2)cc1 | 28.1 | -0.4 | -0.7 | -5.0 | 12.2 | -13.0 | -0.8 | -21.1 | -9.6
COc1cccc(OC)c1C(=O)OCCCOC(=O)c1c(OC)cccc1OC | 10.7 | -0.9 | 0.3 | 26.3 | 10.8 | -4.4 | 5.2 | 29.0 | 28.0
COc1ccc(C(=O)CSc2nnc(-c3cc(C)cc(C)c3)o2)cc1 | 17.2 | -1.0 | -2.4 | -0.2 | 7.3 | -5.8 | 5.7 | 11.5 | -1.7
O=C(c1ccccc1)c1ccc(OCCOCCN2CCN(Cc3ccccc3)CC2)cc1 | 17.0 | -2.1 | -0.5 | 21.8 | 14.4 | 1.4 | -1.9 | 15.2 | 8.1
O=C(c1ccccc1)N1CCN(CC(O)COCC2CC=CCC2)CC1 (stereo not given) | 14.6 | -1.6 | 2.0 | 16.5 | -3.3 | 6.6 | 1.4 | 23.3 | 23.0
COCCOC(=O)C1=C(C)NC2=C(C(=O)CCC2)C1c1ccc(N(C)C)cc1 (stereo not given) | 14.0 | -0.5 | -1.7 | 19.4 | 12.0 | -1.1 | 3.0 | -1.2 | 14.9
O=C(O)c1ccc(CNC(=O)C23CC4CC(CC(C4)C2)C3)cc1 | 10.4 | 0.2 | -1.9 | 16.0 | -3.7 | -4.3 | 0.5 | 18.8 | 8.5
COc1ccc(N2CC(C(=O)N/N=C/c3c[nH]c4ccccc34)CC2=O)cc1 (stereo not given) | -0.6 | 1.2 | 1.5 | 22.8 | 9.6 | 0.2 | -3.8 | -6.4 | 0.7

A portion from the list above, as a working copy:
SMILES | NALP3 yeast inh | CHOP UPR activ | XBP1 UPR activ | tim10-1 inh | TIM10 inh | APJ agonist | NR3A LBD binder | Mdm2 MdmX PPI | tim23-1 inh
COc1cccc(OC)c1C(=O)OCCCOC(=O)c1c(OC)cccc1OC | 10.7 | -0.9 | 0.3 | 26.3 | 10.8 | -4.4 | 5.2 | 29.0 | 28.0
COc1ccc(C(=O)CSc2nnc(-c3cc(C)cc(C)c3)o2)cc1 | 17.2 | -1.0 | -2.4 | -0.2 | 7.3 | -5.8 | 5.7 | 11.5 | -1.7
O=C(c1ccccc1)c1ccc(OCCOCCN2CCN(Cc3ccccc3)CC2)cc1 | 17.0 | -2.1 | -0.5 | 21.8 | 14.4 | 1.4 | -1.9 | 15.2 | 8.1
O=C(c1ccccc1)N1CCN(CC(O)COCC2CC=CCC2)CC1 (stereo not given) | 14.6 | -1.6 | 2.0 | 16.5 | -3.3 | 6.6 | 1.4 | 23.3 | 23.0
COCCOC(=O)C1=C(C)NC2=C(C(=O)CCC2)C1c1ccc(N(C)C)cc1 (stereo not given) | 14.0 | -0.5 | -1.7 | 19.4 | 12.0 | -1.1 | 3.0 | -1.2 | 14.9
O=C(O)c1ccc(CNC(=O)C23CC4CC(CC(C4)C2)C3)cc1 | 10.4 | 0.2 | -1.9 | 16.0 | -3.7 | -4.3 | 0.5 | 18.8 | 8.5
COc1ccc(N2CC(C(=O)N/N=C/c3c[nH]c4ccccc34)CC2=O)cc1 (stereo not given) | -0.6 | 1.2 | 1.5 | 22.8 | 9.6 | 0.2 | -3.8 | -6.4 | 0.7

Screens deposited in PubChem BioAssay by Sanford-Burnham Center for Chemical Genomics.
